POLH inh: qHTS for Inhibitors of Polymerase Eta. DNA polymerase eta (Homo sapiens), Q9Y253. recombinant Pol eta, fluorescent DNA replication assay. Potency, µM (top dose mostly 114 µM), for the others: at the highest dose activity change, negative = inhibition, usual class: inhibitors. hit rate 1.2% among 390,000. AID 588591, 2011; note: potency is the fitted concentration of half-maximal effect; % is set by controls: 0 for no effect and ±100 for the full control effect
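Fluorescent replication assay: 50 nM final substrate added after a 15 min room-temperature compound preincubation with 10 nM enzyme. Signal taken at 0 min and again at 10 min.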
BLM inh: qHTS Assay for Inhibitors of Bloom's syndrome helicase (BLM); RecQ-like DNA helicase BLM (Homo sapiens), P54132; recombinant BLM DNA unwinding, fluorescence dequenching; Potency, µM (titrated, usually from 56.1 µM), for the others: at the top dose activity change, negative = inhibition, actives largely listed as inhibitors; hit rate 0.2% among 350,000; AID 2528, 2010;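 note: potency is the fitted concentration of half-maximal effect; plate controls were vehicle for no effect and no enzyme for full effect; nearly all actives have a fitted effect of over 35% in size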
POLK inh: qHTS for Inhibitors of Polymerase Kappa. purified Pol kappa, fluorescent DNA synthesis assay, 10 min. hit rate 0.53% among 400,000. Potency, µM (highest dose often 107 µM), for the others: at the highest dose activity, negative = inhibition, actives largely listed as inhibitors. AID 588579, 2011; note: potency is the fitted concentration of half-maximal effect; % is set by controls: 0 for no effect and ±100 for the full control effect
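Readout: fluorescence, taken kinetically at 0 and 10 min. Conditions: 10 nM Pol kappa, 15 min RT compound preincubation, 50 nM substrate final. Controls: enzyme-free buffer wells.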
POLB inh: qHTS Assay for Inhibitors of DNA Polymerase Beta; Potency, µM (doses to about 114 µM), for inactives: top-dose activity change, negative = inhibition, hits mostly inhibitors; Pol beta primer extension/strand displacement, fluorescence kinetic; hit rate 1.3% among 340,000; AID 485314, 2010; note: potency is the fitted concentration of half-maximal effect; % is set by controls: 0 for no effect and ±100 for the full control effect
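Reaction started by 50 nM substrate onto compound-treated Pol beta (10 nM, 15 min preincubation, room temperature); plates read at 0 min and 10 min. Normalized concentration-effect data fitted by four-parameter Hill equation.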
Apoferritin bind: qHTS Assay for Identification of Novel General Anesthetics | Ferritin light chain (Equus caballus), P02791 | apoferritin/1-aminoanthracene competitive binding, fluorescence | Potency, µM (titrated, usually from 77.5 µM), inactives show top-dose activity change, negative = displacement, most hits filed as inhibitors | hit rate 0.074% among 350,000 | AID 485281, 2010; note: potency is the fitted concentration of half-maximal effect; % is set by controls: 0 for no effect and ±100 for the full control effect; nearly all actives have a fitted effect of over 20% in size
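Probe: 1-aminoanthracene (50% saturated, PBS). Protein: horse-spleen apoferritin, 10 uM. Incubation: 10 min, room temperature. Detection: 380 nm excitation, 535 nm emission. Analysis: normalized response, four-parameter Hill.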
PGK inhibitor: qHTS Assay to Find Inhibitors of Phosphoglycerate Kinase | Phosphoglycerate kinase, glycosomal (Trypanosoma brucei brucei), P07378 | PGK/GAPDH coupled, Kinase-Glo luminescence, 60 min | Potency, µM (highest dose often 57.5 µM), inactives show top-dose activity change, negative = inhibition, most hits filed as inhibitors | hit rate 0.043% among 380,000; note: potency is the fitted concentration of half-maximal effect; % is set by controls: 0 for no effect and ±100 for the full control effect; nearly all actives have a fitted effect of over 60% in size
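Recombinant glycosomal PGK reaction used 1,3-bisphosphoglycerate generated in-well by GAPDH (100nM final) in 100mM TEA pH 7.6, 5mM MgCl2, 0.01% Tween-20. After 60 minutes at room temperature, ATP was read by Kinase-Glo Plus luminescence end-point.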
RXFP1 antag: qHTS Assay for Antagonists of the Relaxin Receptor RXFP1; Relaxin receptor 1 (Homo sapiens), Q9HBX9; HEK293-RXFP1, relaxin-stimulated cAMP HTRF, 30 min; hits give low values; activity change, negative = inhibition, % at 57.5 µM; hit rate 0.59% among 350,000; AID 1259400, 2018;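 active = activity change of -60% or lower, but not beyond a set lower limit; inconclusive = change between -60% and -40%, or beyond the set limit; inactive = change above -40%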; note: % is set by controls: 0 for no effect and ±100 for the full control effect
Target sequence (Q9HBX9 whole entry, looked up): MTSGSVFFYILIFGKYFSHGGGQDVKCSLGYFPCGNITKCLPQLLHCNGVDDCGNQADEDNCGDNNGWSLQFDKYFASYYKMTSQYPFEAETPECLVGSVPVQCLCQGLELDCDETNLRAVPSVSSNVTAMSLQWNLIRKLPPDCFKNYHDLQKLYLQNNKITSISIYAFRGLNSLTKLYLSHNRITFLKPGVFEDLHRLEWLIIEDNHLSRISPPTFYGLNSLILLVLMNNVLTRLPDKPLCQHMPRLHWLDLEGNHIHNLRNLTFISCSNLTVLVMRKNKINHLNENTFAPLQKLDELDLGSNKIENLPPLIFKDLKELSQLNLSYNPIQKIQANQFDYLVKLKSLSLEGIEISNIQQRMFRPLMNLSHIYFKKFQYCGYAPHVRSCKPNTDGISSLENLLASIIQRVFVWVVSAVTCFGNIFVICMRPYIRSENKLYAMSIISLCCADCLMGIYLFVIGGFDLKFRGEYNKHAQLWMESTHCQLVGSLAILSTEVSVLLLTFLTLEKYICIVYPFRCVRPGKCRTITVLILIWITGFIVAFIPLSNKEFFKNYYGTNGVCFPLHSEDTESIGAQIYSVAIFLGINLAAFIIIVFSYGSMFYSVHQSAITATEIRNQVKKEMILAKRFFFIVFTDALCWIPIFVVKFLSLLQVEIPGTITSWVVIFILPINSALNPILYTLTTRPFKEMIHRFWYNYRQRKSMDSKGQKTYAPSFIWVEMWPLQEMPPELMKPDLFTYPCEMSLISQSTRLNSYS
POLI inh: qHTS for Inhibitors of Polymerase Iota | AID 588590, 2011 | Potency, µM (top dose mostly 115 µM), without a hit: at the highest dose activity, negative = inhibition, hits mostly inhibitors | Pol iota fluorescent replication assay, 10 min | DNA polymerase iota (Homo sapiens), Q9UNA4 | hit rate 1% among 390,000; note: potency is the fitted concentration of half-maximal effect
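Pol iota at 10 nM preincubated 15 min with compounds at room temperature; reaction started with fluorescent substrate, 50 nM final. Fluorescence read kinetically at 0 and 10 min; buffer-only wells as negative control.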
APEX1 inh: qHTS Assay for Inhibitors of the Human Apurinic/apyrimidinic Endonuclease 1 (APE1) | DNA repair nuclease/redox regulator APEX1 (Homo sapiens), P27695 | recombinant APE1, TAMRA/BHQ-2 abasic DNA cleavage fluorescence | Potency, µM (titrated, usually from 65.8 µM), for inactives: at the highest dose activity change, negative = inhibition, usual class: inhibitors | hit rate 0.35% among 350,000;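 note: potency is the fitted concentration of half-maximal effect; plate controls were vehicle for no effect and reference inhibitor for full effect; nearly all actives have a fitted effect of over 55% in size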
Target sequence (P27695 whole entry, looked up): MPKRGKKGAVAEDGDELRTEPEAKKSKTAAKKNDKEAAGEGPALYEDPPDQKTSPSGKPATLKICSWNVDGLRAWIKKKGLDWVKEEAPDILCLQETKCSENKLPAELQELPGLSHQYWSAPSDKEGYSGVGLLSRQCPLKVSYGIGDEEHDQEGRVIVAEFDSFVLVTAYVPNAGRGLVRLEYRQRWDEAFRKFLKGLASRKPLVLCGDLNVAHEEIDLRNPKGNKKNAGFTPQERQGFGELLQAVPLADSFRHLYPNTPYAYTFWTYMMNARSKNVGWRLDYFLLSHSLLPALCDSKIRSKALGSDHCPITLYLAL
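APE1 at 0.75 nM final was preincubated with compound 15 min at room temperature, then 50 nM double-stranded THF abasic-site substrate (5'-TAMRA/3'-BHQ-2) was added. Fluorescence (ex 525/em 598 nm) was read kinetically; third-minus-first read gave activity.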
Starred values were filed as active, the others as inactive; i = inactive; ? = inconclusive; . = no result given; [ ] = another dose, or the depositor's remark. Unless noted, calls come from the whole dose curve; as a rule, active = well fitted curve in the direction sought with a large enough effect; inconclusive = small, poorly fitted or top-dose-only effect, or another doubt; inactive = no such curve, though single readings can be large; an effect the other way counts as inactive or inconclusive.

Value order: POLH inh, BLM inh, POLK inh, POLB inh, Apoferritin bind, PGK inhibitor, RXFP1 antag, POLI inh, APEX1 inh
1) COc1ccc(C(=O)NNc2ccccc2)cc1OC
→ 5%, -2%, -2%, 31%, -9%, -2%, -4, 14%, -2%
2) Cc1ccc(OCc2nc(C#N)c(N3CCCC3)o2)cc1
→ -4%, -8%, -13%, 4%, -3%, 3%, 6, -9%, -3%
3) CCNc1ccc(S(=O)(=O)N(C)C)cc1NCC(=O)Nc1ccc(F)c(Cl)c1
→ -17%, -10%, -10%, -26%, -10%, -11%, ., 89µM*, -6%
4) Cc1ccc(C(CNC(=O)Nc2cccc(C)c2)N2CCN(C)CC2)cc1 (stereo not given)
→ -12%, 2%, 16%, 0%, -2%, -5%, 0, 11%, -6%
5) COc1ccc(C(CNC(=O)c2c(C)nn(Cc3ccc(C)cc3)c2Cl)N2CCOCC2)cc1 (stereo not given)
→ -5%, ., -11%, ., ., -6%, -19, 3%, 1%
6) Cc1nsc2c1ccc1ccccc12
→ 0%, 1%, -8%, -13%, -18%, -2%, 22, 11%, -2%
7) O=c1c2ccccc2c2ccccc2c(=O)n1-c1ccccc1
→ -15%, 1%, 5%, -1%, -11%, 2%, ., 26%, -1%
8) CC(C)CC(=O)Nc1ccc(N2CCN(C(=O)c3cccs3)CC2)cc1
→ -14%, -1%, 5%, -13%, -6%, i, -8, 47%[activator], 13%
9) Cc1ccc(NC(=O)c2cc(N3C(=O)C4CC=CCC4C3=O)ccc2N2CCCCC2)cc1 (stereo not given)
→ -7%, -2%, -9%, 16%, -8%, -7%, -6, 17%, 0%
10) CCN(C[C@H]1N[C@@](Cc2ccccc2)(C(=O)OC)[C@H]2C(=O)N(Cc3ccccc3)C(=O)[C@@H]12)S(=O)(=O)c1ccc(C)cc1
→ -13%, ., 1%, ., ., -3%, ., -1%, -3%
11) CC(C)n1cc(CN2CCC(n3nccc3NC(=O)C3CCCC3)CC2)cn1
→ -15%, 0%, -1%, 32%, -2%, 9%, -10, 10%, 7%
12) Cc1ccc(Cn2c(C)c3cnn(CC(=O)N4CCN(c5cc(C)ccc5C)CC4)c(=O)c3c2C)cc1
→ -19%, -11%, -12%, -20%, 2%, -6%, -27, -10%, .
13) O=C(NCCCN1CCOCC1)/C(=C/c1cccs1)NC(=O)c1ccccc1
→ -18%, 1%, 5%, -20%, 1%, -11%, -3, 99%[activator], 73%[activator][12.4 µM]
14) COC(=O)c1sccc1NC(=O)CSc1nnnn1-c1ccccc1C
→ -19%, -3%, 0%, -2%, -14%, 12%, 4, 15%, 9%
15) CCc1nnc(NC(=O)CCC(=O)N2CCN(c3cc(Cl)ccc3C)CC2)s1
→ -16%, -5%, -19%, 7%, ?, 1%, -32, 32%[activator], 23%
16) C[C@@H]1C(=O)O[C@@H]2C[C@]34[C@H]5C[C@@H](C(C)(C)C)[C@@]36[C@@H](OC(=O)[C@@H]6O)O[C@@]4(C(=O)O5)[C@@]12O
→ ., -9%[21.4 µM], -6%[12 µM], ., -7%[29.3 µM], ., ., ., -1%[21 µM]
17) CCCS(=O)(=O)c1nc(S(=O)(=O)c2ccc(C)cc2)c(NCCCN2CCOCC2)s1
→ -7%, 2%, 5%, 2%, -1%, -10%, -8, -6%, -4%
18) COc1cccc(NC(=O)Cn2nnc(-c3ccccc3N)n2)c1
→ -10%, -4%, -6%, 2%, ?, i, -6, 14%, -3%
19) CN1CCN(S(=O)(=O)c2ccc(NC(=O)C(C)(C)C)cc2)CC1
→ -6%, -8%, -8%, -1%, -21%, -4%, 5, 11%, -2%
20) CCCC[C@H](CC(=O)c1ccccc1)[C@@H](OC(C)=O)C(=O)Oc1c(C(C)C)cccc1C(C)C
→ -19%, ., 12%, ., ., -7%, ., 33%[activator], 20%
21) O=C(N/N=C/c1cccs1)c1cc(-c2ccncc2)nc2ccccc12
→ ?, -1%, -7%, ?, -14%, -6%, 4, -1%, 0%
22) O=C(CN1CC[n+]2c(-c3cccs3)csc21)c1ccc(Br)cc1
→ -6%, 4%, 1%, 3%, 3%, -10%, -24, 58%[activator], -9%
23) CCN1CCN(C2=CC3=CC(=C(C#N)C#N)CCC3CC2)CC1 (stereo not given)
→ -11%, ?, -10%, 9%, -11%, -8%, -5, ?, 4%
24) Cc1ccc(C)c(NC(=O)C(=O)NCC(c2cccnc2)N2CCN(c3ccc(F)cc3)CC2)c1 (stereo not given)
→ -13%, -8%, -17%, 18%, 5%, 13%, -8, -11%, .
25) COc1cc([C@@H]2CC=C(C(=O)O)[C@H](c3ccc(F)cc3)N2S(=O)(=O)c2ccc(C)cc2)cc(OC)c1OC
→ -9%, ., 13%, ., ., i, ., 18%, 64%[activator]
26) Cc1nc(NC(=S)NC(=O)COc2ccccc2Cl)ccc1Br
→ -2%, 0%, -14%, 5%, 3%, -5%, 28, 24%, 4%
27) CC1CCN(c2nn3c(=O)c(C(=O)NC(C)C)cnc3s2)CC1
→ -3%, -1%, -3%, 4%, 2%, -8%, -5, 12%, .
28) O=C(Nc1ccc(NC(=O)C2CC2)cn1)c1ccccc1Cl
→ -13%, 2%, -1%, 3%, 5%, -10%, -2, -7%, -1%
29) O=C(Cn1cnc2ccc(Cl)cc2c1=O)NC1CCS(=O)(=O)C1 (stereo not given)
→ -8%, ., -1%, ., ., -4%, 7, -16%, 8%
30) Cc1sc(N/N=C/c2cccnc2)nc1-c1ccc(Cl)cc1
→ -14%, -3%, 1%, 14%, 2%, 21%, -32, 16%, -9%
31) COc1ccc(C(=O)Nc2ccc(-c3cc4ccccc4oc3=O)c(C)c2)cc1Br
→ -4%, -7%, -15%, 1%, 3%, -1%, -8, 15%, .
32) COc1ccc(-c2nnc(SCC(=O)Nc3cccc(Cl)c3)o2)cc1
→ -13%, -3%, -20%, 4%, -9%, 4%, 0, 13%, 16%
33) COc1ccc(CNC(=O)c2ccc(Br)cc2)cc1
→ ., -5%, ., 13%, -8%, ., ., ., 2%
34) CSc1nn(Cc2cccc(C)c2)c(N)c1S(=O)(=O)c1ccccc1
→ -21%, -4%, -4%, -2%, -2%, i, ., 9%, .
35) N#CC1C(=O)NC(N2CCN(c3ccccc3)CC2)=NC12CCCCC2 (stereo not given)
→ -4%, -1%, 0%, -10%, -8%, -6%, 16, 35%, 2%
36) Cc1c(C=N)c(O)n(C)c(=O)c1C#N
→ -21%, -4%, -25%, -21%, -3%, -4%, 3, -23%[58.9 µM], 3%
37) O=C(O)c1cccnc1SC1CC(=O)N(c2ccccc2)C1=O (stereo not given)
→ -2%, 1%, -6%, -2%, 3%, 2%, 20, 11%, 2%
38) O=C(CCN1C(=O)c2ccccc2C1=O)NCc1cccc(Cl)c1
→ -21%, -6%, -6%, 16%, -5%, i, 10, 51%[activator], 2%
39) Cc1ccc(N(CC(=O)NC2CCCC2)C(=O)c2nsc(Cl)c2Cl)cc1
→ -18%, -5%, 0%, 1%, 4%, -9%, -11, 26%, 31%
40) COC(=O)[C@@]12CCCCN1[C@H](c1ccc(-c3ccc(OC)cc3)c(OC)c1)[C@@H]1C(=O)N(C)C(=O)[C@@H]12
→ -20%, ., -7%, ., ., 0%, ., 14%, -8%
41) CCOc1ccccc1-n1c(SCC(=O)NC(C)CC)nnc1-c1ccoc1C (stereo not given)
→ -5%, 0%, 5%, 1%, 6%, i, 5, 8%, 11%
42) CCCCN(C(=O)c1cnc(C)cn1)c1c(N)n(CCC)c(=O)[nH]c1=O
→ -6%, ., -10%, ., ., 4%, -21, -9%, 34%
43) COc1ccc(CN2CCc3nc(SCC(=O)Nc4cc(C)cc(C)c4)[nH]c(=O)c3C2)cc1
→ -12%, -2%, 6%, -13%, 3%, -12%, -10, 19%, .
44) COC(=O)CCN(c1ccccc1)S(=O)(=O)c1cc(-c2cc(C)no2)ccc1C
→ -12%, -10%, -8%, 9%, -10%, 0%, 1, 29%, 23%
45) CC1=C(C(=O)O)N2C(=O)C(NC(=O)c3ccn(C)n3)C2SC1 (stereo not given)
→ -17%, -7%, -14%, ?, -5%, -2%, -2, -2%, -2%
46) CCn1cc(CN2CCCC(C(=O)Nc3cccc(-n4cccn4)c3)C2)c(C)n1 (stereo not given)
→ -21%, 0%, -6%, 17%, -6%, 4%, -6, 25%, 22%
47) O=C(Cn1cnc2ccccc21)N/N=C/c1cccs1
→ -17%, 2%, -3%, 6%, -3%, -11%, -1, 168%[activator], 11%
48) Cc1ccc(Cl)cc1N1CCN(c2ncnc3onc(-c4ccc(F)cc4)c23)CC1
→ -19%, -5%, -13%, -10%, -5%, i, 1, 5%, .
49) Cc1csc(SCCn2c(N3CCCC3)nc3c2c(=O)[nH]c(=O)n3C)n1
→ 2%, -1%, -10%, -14%, -6%, -9%, -1, 4%, 2%
50) Cc1nc2nc(-c3ccccc3)nn2c(C)c1Cl
→ 1%, ., -16%, ., ., -7%, 7, 13%, .
51) CC(C)(C)n1nc(C2CC2)cc1NC(=O)Nc1ccc(Cl)cc1
→ 4%, -8%, 15%, -10%, -4%, -1%, -17, -2%, 0%
52) Clc1nc(Nc2ccccc2)nc(Nc2ccccc2)n1
→ 6%, -10%, -10%, 4%, -3%, -4%, -24, 115%[activator], 0%

Source: PubChem (National Center for Advancing Translational Sciences (NCATS))

Only part of the results is shown. The share of hits here may be higher or lower than overall.
